# TPT1 inh = blocks Candida albicans tRNA 2'-phosphotransferase; recombinant caTPT1, FP RNA substrate dephosphorylation; inhibition, % at 5 µM; actives 0.81% (n = 300,000); AID 1962;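 active means inhibition above the mean of all tested compounds plus 3 SD, set per screening campaign, cut at about 24% in these data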;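 further: plate controls were DMSO alone for no effect and ferristatin control at 100 nM for full effect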
# PAFAH2 inh = PAFAH2 (human) inhibition; actives 0.99% (n = 340,000); AID 492956; Q99487; recombinant PAFAH2, FP-rhodamine activity probe, fluorescence polarization; inhibition, % at 3.39 µM;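 active means inhibition above the mean over all tested compounds plus 3 SD, cut at about 30% in these data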;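 further: inhibitors block probe labeling of enzyme so polarization drops; 0% = enzyme with DMSO and 100% = wells lacking PAFAH2 protein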
# AHR activator = activators of human aryl hydrocarbon receptor. AHR-responsive luciferase reporter cells, luminescence. activation, % at 5 µM. actives 2.5% (n = 320,000). AID 2796; in the data active means activation above about 47%;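 further: 0% = vehicle wells and 100% = reference agonist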
# Fh CTSL1 inh = cathepsin L1 inhibition, PFM18AAP counter-screen | recombinant F. hepatica cathepsin L1, Z-Leu-Arg-MCA fluorescence | inhibition, % at 5.96 µM | actives 0.49% (n = 300,000);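 active means inhibition above the mean of all tested compounds plus 3 SD, set per screening campaign, cut at about 17% in these data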;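 further: 0% = plate median of test compound wells and 100% = 1 µM Z-Phe-Ala-diazomethylketone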
# proCasp3 act = procaspase-3 (human) activation. P42574. recombinant procaspase-3 D3A, Ac-DEVD-pNA absorbance 405 nm. activation, % at 8.5 µM. actives 0.11% (n = 330,000);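 active means activation above the mean of all tested compounds plus 3 SD, cut at about 21% in these data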;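 further: 0% = DMSO alone and 100% = DMSO wells spiked with extra 5 µM PC-3 D3A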
# Target sequence (P42574 whole entry D9A/D28A/D175A): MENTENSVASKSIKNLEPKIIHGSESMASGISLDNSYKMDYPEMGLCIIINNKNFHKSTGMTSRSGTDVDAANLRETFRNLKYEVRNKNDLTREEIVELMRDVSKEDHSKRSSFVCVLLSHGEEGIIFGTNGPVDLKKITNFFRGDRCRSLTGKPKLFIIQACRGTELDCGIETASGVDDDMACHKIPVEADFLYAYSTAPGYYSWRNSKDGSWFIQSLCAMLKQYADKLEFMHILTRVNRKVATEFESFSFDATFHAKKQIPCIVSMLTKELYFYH
#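 Assay system – Procaspase-3 D3A mutant · Benchmarks – DMSO low control, extra-enzyme high control · Technique – 405 nm absorbance of p-nitroaniline, reads at 0 and 120 min · Doses – 8.5 µM nominal · Measure – % activation between DMSO and enzyme-spiked controls · Also added – Ac-DEVD-pNA chromogenic peptide substrate · Schedule – 1 h compound preincubation, 2 h substrate hydrolysis at 25 °C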
# proCasp7 act = activates human procaspase-7, counter-screen for procaspase-3 activators; P55210; actives 0.093% (n = 330,000); activation, % at 8.5 µM; recombinant procaspase-7, Ac-DEVD-pNA absorbance 405 nm; D23A/D198A/D206A triple mutant, cannot self-cleave; scale: DMSO 0, 5 µM enzyme 100;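 active means percent activation above the screen-wide mean plus 3 SD, cut at about 25% in these data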
#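 buffer or medium = Zinc-free HEPES/NaCl buffer, pH 7.4 | material = Procaspase-7 triple mutant (PC-7 D3A) | input = 2 µM procaspase-7 mutant as dispensed | signal = Epi-absorbance of released pNA at 405 nm, two timepoints | timing = 1 h preincubation, 2 h reaction | replicates = singlicate compound testing | evaluation = % activation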
# core dimer inh = blocks dimerization of HCV core protein. TR-FRET GST/Flag-core106 dimerization, 1536-well. inhibition, % at 5 µM. actives 0.33% (n = 300,000). AID 1899;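 active means inhibition above the mean of all tested compounds plus 3 SD, set per screening campaign, cut at about 45% in these data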
#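 System: GST/Flag-tagged HCV core106 proteins. Incubation: compound-protein-antibody incubation 4 h at 22.5 °C. Technique: HTRF with 340 nm excitation, 617/671 nm emission. Medium: KF-containing HEPES buffer, pH 7.45, DTT, CHAPS, BSA. Read-out: inhibition (%) from 671 over 617 nm ratio. Also added: Eu(K)-anti-GST 90 ng/mL plus XL665-anti-Flag 1 µg/mL.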
# PP1 counter = PP1-alpha (human) inhibition in PP5 counter-screen | purified PP1alpha, OMFP fluorescence | AID 2235 | actives 0.9% (n = 320,000) | inhibition, % at 6.7 µM | P62136;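 active means inhibition above the mean inhibition of all tested compounds plus 3 SD, computed separately for each screening campaign, cut at about 15% in these data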
# Target sequence (P62136 whole entry, looked up): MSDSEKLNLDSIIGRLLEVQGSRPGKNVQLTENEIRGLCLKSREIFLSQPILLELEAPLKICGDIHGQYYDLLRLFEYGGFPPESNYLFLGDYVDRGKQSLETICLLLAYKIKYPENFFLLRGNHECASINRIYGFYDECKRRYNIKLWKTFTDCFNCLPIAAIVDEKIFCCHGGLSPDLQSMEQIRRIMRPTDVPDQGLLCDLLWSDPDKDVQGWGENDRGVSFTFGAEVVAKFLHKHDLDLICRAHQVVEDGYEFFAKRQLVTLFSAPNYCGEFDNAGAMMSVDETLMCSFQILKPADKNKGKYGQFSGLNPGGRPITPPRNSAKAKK
# PP5 inh = blocks human protein phosphatase 5 activity. P53041. purified PP5c, OMFP substrate fluorescence. inhibition, % at 6.7 µM. actives 0.18% (n = 320,000);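 active means inhibition above the campaign's mean inhibition across all tested compounds plus 3 SD, cut at about 9.5% in these data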;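 further: 0% = DMSO only and 100% = 100 µM cantharidin control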
# Target sequence (P53041 whole entry, looked up): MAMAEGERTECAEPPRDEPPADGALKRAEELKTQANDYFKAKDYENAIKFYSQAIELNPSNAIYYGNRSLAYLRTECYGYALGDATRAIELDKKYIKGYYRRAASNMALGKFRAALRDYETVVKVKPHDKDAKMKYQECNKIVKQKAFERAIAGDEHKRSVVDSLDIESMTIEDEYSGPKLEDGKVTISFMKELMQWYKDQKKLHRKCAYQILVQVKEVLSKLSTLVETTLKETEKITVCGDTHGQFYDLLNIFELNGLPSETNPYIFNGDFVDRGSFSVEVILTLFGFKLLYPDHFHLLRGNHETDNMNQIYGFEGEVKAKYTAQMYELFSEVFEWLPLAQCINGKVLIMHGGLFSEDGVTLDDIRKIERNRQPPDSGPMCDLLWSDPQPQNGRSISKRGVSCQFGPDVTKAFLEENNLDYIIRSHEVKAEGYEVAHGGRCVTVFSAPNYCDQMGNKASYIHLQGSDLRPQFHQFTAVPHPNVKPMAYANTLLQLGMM
# Starred values were filed as active, the others as inactive; . = not tested or not shown.
# Second line of a record: TPT1 inh	PAFAH2 inh	AHR activator	Fh CTSL1 inh	proCasp3 act	proCasp7 act	core dimer inh	PP1 counter	PP5 inh
1. C=CCC[C@@H](Cc1ccc(F)cc1)C(=O)OC[C@@H](Cc1c[nH]c2ccccc12)NC(=O)[C@@H](CC=C)CC(=O)NCCO
 : .	8.7	0.5	.	2.7	8.3	.	.	.
2. COC(=O)/C=C(\C)NC(=O)c1cccs1
 : 0.7	1.6	-1.2	-1.1	0.8	6.5	-5.5	-4.0	2.3
3. Cn1c(/C=C/c2cccc([N+](=O)[O-])c2)nc2ccccc2c1=O
 : -1.1	5.1	92.9*	-2.2	6.7	13.1	0.0	1.9	-0.9
4. Cc1cc(NC(=O)CSc2nnnn2-c2ccc(F)cc2)no1
 : 1.7	-4.6	3.3	2.4	6.3	-3.6	3.2	1.4	-2.8
5. O=c1[nH]cnc(O)c1C(c1ccc2c(c1)OCO2)c1c(O)nc[nH]c1=O
 : 7.9	-4.3	-0.9	0.2	2.3	8.7	-0.4	-2.0	0.3
6. C=CCOc1ccc2c(OC)c3ccoc3nc2c1OC
 : -3.0	-4.9	-4.2	3.3	10.5	-14.1	-2.3	1.2	-1.2
7. CCOC(=O)C1CCCN(Cc2cc(=O)oc3cc(C)c(C)cc23)C1 (configuration not stated)
 : 0.6	2.0	1.7	-1.7	1.4	2.3	4.7	-3.7	-0.3
8. COc1cccc2cc(-c3ccccc3)c(=O)oc12
 : 0.5	2.5	19.5	-1.5	7.3	-0.2	-2.1	-4.0	0.8
9. CCCCN(CC)S(=O)(=O)c1c(C)[nH]c(=O)[nH]c1=O
 : -2.5	-0.1	2.5	0.2	1.3	-3.5	-1.2	2.4	2.3
10. O=C1CCN(Cc2ccccc2)CCN1[C@H](CO)c1ccccc1
 : -1.8	0.3	-1.5	-2.7	-1.7	-2.8	-15.5	-2.7	-0.2
11. O=C(N/N=C/c1cccnc1)NC12CC3CC(CC(C3)C1)C2
 : 3.3	24.0	41.9	-2.8	-1.7	2.3	2.6	-1.9	0.5
12. COc1ccc(C)cc1NS(=O)(=O)c1ccc2c(c1)oc(=O)n2C
 : -2.6	1.7	32.9	5.3	-3.3	1.3	-9.6	-0.4	-0.2
13. COc1cnc(-c2ccccc2)nc1Oc1cccc(C)c1
 : -0.2	-0.9	4.4	-1.7	4.1	10.8	0.0	0.5	5.5
14. CCN(CCn1cccn1)Cc1c(C(=O)N2CCCCCCC2)nc2ccc(Cl)cn12
 : 0.3	10.3	2.0	-4.2	1.4	-1.9	-6.1	1.1	1.8
15. O=C1NC(=S)SC1=C1CCCC1
 : 28.3*	4.0	0.6	4.5	-16.2	-23.0	-1.9	-1.4	1.7
16. CCOc1ccc(Nc2cc(C)nc3ccc(C)cc23)cc1
 : 0.9	2.3	27.7	0.9	14.6	3.3	3.3	-4.5	-1.9
17. Nc1nonc1C(=O)NCCN=Cc1ccccc1O
 : -2.8	1.6	0.1	2.9	4.0	0.5	-1.3	0.7	-2.0
18. CCOC(=O)n1cc(C(=O)c2ccccc2O)cn1
 : 1.7	20.4	39.9	-0.5	1.5	-1.4	8.4	-4.1	-0.8
19. O=C(Nc1ccc(F)cc1)c1cccnc1
 : 1.0	-5.0	4.1	-3.4	10.0	2.4	-5.5	-3.3	4.5
20. O=C(CCNC(=O)Cn1ccc2ccccc2c1=O)NCCc1ccccc1Cl
 : -0.3	0.4	7.1	0.2	15.3	7.1	-0.9	-2.1	0.5
21. Cc1nc(=S)c2ccccc2[nH]1
 : 1.6	7.8	15.0	2.2	-0.9	-2.8	-1.5	-0.4	3.6
22. O=C(CN1CCN(S(=O)(=O)/C=C/c2ccccc2)CC1)Nc1ccccc1N1CCOCC1
 : 0.6	-3.9	2.5	-2.1	7.5	-2.3	3.8	-0.9	-0.8
23. C=CCOc1c2ccc(C(=O)NCc3ccccc3OC)cc2nn1C
 : 0.2	6.6	2.8	-0.1	5.0	-2.6	3.8	0.3	1.1
24. O=C(CCC1CCCC1)NNC(=O)c1cc2ccccc2cc1O
 : 0.8	22.5	2.6	3.9	-18.1	-17.0	8.5	1.3	2.9
25. COCCN(C(=O)CSc1nc2ccccc2o1)c1c(N)n(Cc2ccccc2)c(=O)[nH]c1=O
 : .	4.5	2.6	.	-11.5	3.7	.	-7.2	0.0
26. C/C(=N\NC(=O)c1cccc(Cl)c1)c1cccc(NC(=O)c2ccco2)c1
 : -4.1	3.5	8.7	2.1	12.2	10.4	-3.4	0.9	2.5
27. Cc1ccc(NC(=S)NNc2ccc(C(=O)O)cc2[N+](=O)[O-])cc1C
 : -2.5	26.7	6.8	0.0	-22.9	-26.6	-11.3	-4.8	2.8
28. CC(OC(=O)CCC(=O)c1ccccc1)C(=O)Nc1ccc(F)cc1 (configuration not stated)
 : -1.7	0.1	-0.8	-70.5	-15.5	12.5	-2.8	-1.6	-0.8
29. Oc1c(Cl)cc(Cl)cc1/C=N/c1ncn[nH]1
 : -0.6	-1.4	0.3	-2.1	-2.5	8.5	4.0	-1.3	2.7
30. OC(CNCCc1ccccc1)c1ccccc1 (configuration not stated)
 : -3.0	10.3	4.5	-3.5	-1.7	-7.2	-0.7	0.2	0.1
31. CN(c1ccccc1)S(=O)(=O)c1cccc(NC(=O)CC(C)(C)C)c1
 : -6.9	-3.2	13.4	-8.4	1.9	-7.1	-1.9	-0.5	0.4
32. Cc1ccc(-c2cc(NC(=O)CCl)n(-c3ccccc3)n2)cc1
 : -6.8	-11.8	-4.2	75.3*	-1.9	-8.0	8.9	-0.3	2.3
33. CC/C(=N\N=C1\SC(C)C(=O)N1Cc1ccco1)c1ccccc1 (configuration not stated)
 : -0.3	-2.0	3.1	1.8	-12.9	-0.2	-1.1	1.6	2.0
34. O=C(O)c1ccc2nc(C(F)(F)F)[nH]c2c1
 : -1.8	-0.3	-3.5	-2.0	-3.7	8.1	-0.7	-1.4	-0.2
35. COCCCNC(=O)CCCn1c(=O)c2ccccc2n(CC(=O)Nc2c(C)cccc2C)c1=O
 : -2.1	3.6	-0.7	-0.8	-0.1	14.8	-8.3	-2.1	2.4
36. CCOc1cc(/C=N/NC(=O)COc2ccc(Cl)cc2)ccc1OS(=O)(=O)c1ccccc1
 : 2.9	-34.2	12.9	-1.1	2.0	-6.4	4.7	8.0	5.4
37. O=c1oc2c(CN3CCOCC3)c(O)ccc2c2c1CCCC2
 : -3.8	1.1	37.3	5.0	-1.0	3.7	-9.0	0.4	1.9
38. CCc1ccc(CC)c(S(=O)(=O)Nc2ccc(C(=O)O)c(O)c2)c1
 : -6.6	4.9	1.0	-4.2	-14.0	4.2	3.8	-0.1	-1.8
39. O=C(NCCN1CCOCC1)c1ccc(CS(=O)(=O)c2ccc(Cl)cc2)o1
 : -6.4	4.5	0.7	0.5	3.3	11.7	0.1	-3.5	-1.8
40. O=C(NCc1cn2ccccc2n1)c1ccccc1
 : 0.5	-3.0	0.3	-2.4	3.8	0.3	4.9	-4.7	1.5

# Fetched by structure from above (2):
# Second line of a record: TPT1 inh	PAFAH2 inh	AHR activator	Fh CTSL1 inh	proCasp3 act	proCasp7 act	core dimer inh	PP1 counter	PP5 inh
21. Cc1nc(=S)c2ccccc2[nH]1
 : 1.6	7.8	15.0	2.2	-0.9	-2.8	-1.5	-0.4	3.6
34. O=C(O)c1ccc2nc(C(F)(F)F)[nH]c2c1
 : -1.8	-0.3	-3.5	-2.0	-3.7	8.1	-0.7	-1.4	-0.2

# Additional records.
# Second line of a record: TPT1 inh	PAFAH2 inh	AHR activator	Fh CTSL1 inh	proCasp3 act	proCasp7 act	core dimer inh	PP1 counter	PP5 inh
41. O=C1CCC([N+](=O)[O-])C(c2ccc(Br)cc2)N1 (configuration not stated)
 : 0.9	5.2	3.7	6.9	1.0	5.2	-0.6	-2.9	-0.7
42. Cc1ccc(S(=O)(=O)Nc2ccc(F)cc2)cc1C(=O)N1CCOCC1
 : .	-6.2	-0.2	.	3.2	4.5	.	.	.
43. CCc1cc(=O)oc2c(C)c(OCC(=O)NCCCn3ccnc3)ccc12
 : 1.4	-2.0	15.8	0.9	-10.3	7.6	3.8	-3.9	-1.7
44. O=C1NC[C@@H](c2ccccc2)OC(=O)[C@@H](Cc2ccc(F)cc2)C/C=C\C[C@@H]1CC(=O)N(CCO)Cc1ccccc1
 : .	11.5	-1.1	.	-8.8	-0.3	.	.	.
45. C=CCn1c(=O)c2ccccc2n2c(SCC(=O)NCCc3ccccc3)nnc12
 : -5.0	-7.5	-0.7	2.6	-2.2	7.4	-1.4	-0.3	0.8
46. COc1ccc(CN2C(=O)C(O)(CC(=O)c3c(C)n[nH]c3C)c3ccccc32)cc1OC (configuration not stated)
 : 2.6	5.0	0.7	-1.1	-3.7	5.4	-2.9	0.9	-0.5
47. COC(=O)C1=C(C)N(c2cc(Cl)cc(Cl)c2)C(=O)C1
 : -0.6	10.9	1.5	3.1	6.5	-3.0	-2.5	-3.1	0.9
48. Cc1ccc2nc(Nc3nc(-c4ccccc4)cc(=O)[nH]3)nc(C)c2c1
 : -1.2	4.9	0.8	0.9	-0.1	8.3	15.4	0.8	1.2
49. CCC1(CC)NC(=O)N(CC(=O)OC(C)C(=O)Nc2ccc(NC(C)=O)cc2)C1=O (configuration not stated)
 : 0.1	1.2	-0.3	-27.1	5.1	0.5	3.4	-2.6	-0.5
50. O=C(Nc1ccc(Cc2ccncc2)cc1)C1CCC(N2C(=O)C3CCCCC3C2=O)CC1 (configuration not stated)
 : -0.9	-1.3	15.8	-0.5	5.3	1.2	10.3	-2.5	3.7
51. COc1cc(CN(C)CCc2ccccn2)cc(OC)c1OC
 : -4.1	3.5	-4.9	-0.9	8.0	3.3	7.3	0.1	3.6
52. COC(=O)c1[nH]c2cc(OC)ccc2c1NC(=O)CN1CCN(c2cccc(C)c2)C(C)C1 (configuration not stated)
 : -0.9	8.0	10.6	5.4	6.1	5.4	13.3	2.6	5.6
53. COc1ccc(CC(=O)N2CCC(c3ccccc3)C2)cc1 (configuration not stated)
 : -2.0	10.2	3.1	-0.5	2.8	-1.7	1.8	4.2	0.1
54. COc1ccc(C(=O)NC(C)C2CC3CCC2C3)cc1 (configuration not stated)
 : -0.8	3.0	5.6	-3.6	-1.5	-4.7	2.2	1.4	0.9
55. Cc1ccc(-c2csc3nnc(SCC(=O)NCc4ccco4)n23)cc1
 : -2.1	-3.5	0.1	-3.8	-0.1	8.4	0.3	-2.4	0.6
56. CCOC(=O)c1ccc(NC(=O)C(CC)(CC)C(=O)OCC)cc1
 : -1.1	1.8	-2.2	-2.1	-3.5	15.5	6.5	3.3	2.1
57. CCc1ccccc1NC(=S)N(Cc1ccc(C(=O)O)cc1)Cc1ccc(OC)c(OC)c1
 : 1.1	-11.6	0.9	0.1	0.7	5.1	1.6	-1.2	-3.3
58. COC(=O)Cn1c(O)c(N=NC(=O)CNC(=O)c2ccc3c(c2)OCCO3)c2ccccc21
 : 2.4	2.4	0.4	1.1	0.2	-2.2	2.1	2.2	0.9
59. COc1ccc(CN(CC(=O)NCc2ccccc2)C(=O)CCC(=O)Nc2cc(C)ccn2)cc1
 : -0.4	1.1	-0.6	7.2	4.4	-1.3	-16.3	-1.7	-1.8
